Screening data deposited in PubChem BioAssay by several laboratories.
RGS4-Gao reg: modulates binding of RGS4 to human Galphao | AID 1415 | actives 0.33% (n = 220,000) | binding response (% of control), % at 10 µM | Multiplexed bead flow cytometry; actives lie on both sides; in the data active means binding response below about 49% or above about 150%; inactive means in between;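 further: fluorescent Galphao activated with aluminum fluoride binding bead-coupled RGS4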
ABCB1 block: blocks JC-1 efflux by human ABCB1 transporter; CCRF-Adr cells, flow cytometry; P08183; AID 1326; actives 0.067% (n = 190,000); inhibition, % at 6.6 µM; in the data active means inhibition above about 40%;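 further: 0% = vehicle and 100% = reference inhibitor; higher value means more JC-1 retained so stronger ABCB1 efflux block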
Target sequence (P08183 whole entry, looked up): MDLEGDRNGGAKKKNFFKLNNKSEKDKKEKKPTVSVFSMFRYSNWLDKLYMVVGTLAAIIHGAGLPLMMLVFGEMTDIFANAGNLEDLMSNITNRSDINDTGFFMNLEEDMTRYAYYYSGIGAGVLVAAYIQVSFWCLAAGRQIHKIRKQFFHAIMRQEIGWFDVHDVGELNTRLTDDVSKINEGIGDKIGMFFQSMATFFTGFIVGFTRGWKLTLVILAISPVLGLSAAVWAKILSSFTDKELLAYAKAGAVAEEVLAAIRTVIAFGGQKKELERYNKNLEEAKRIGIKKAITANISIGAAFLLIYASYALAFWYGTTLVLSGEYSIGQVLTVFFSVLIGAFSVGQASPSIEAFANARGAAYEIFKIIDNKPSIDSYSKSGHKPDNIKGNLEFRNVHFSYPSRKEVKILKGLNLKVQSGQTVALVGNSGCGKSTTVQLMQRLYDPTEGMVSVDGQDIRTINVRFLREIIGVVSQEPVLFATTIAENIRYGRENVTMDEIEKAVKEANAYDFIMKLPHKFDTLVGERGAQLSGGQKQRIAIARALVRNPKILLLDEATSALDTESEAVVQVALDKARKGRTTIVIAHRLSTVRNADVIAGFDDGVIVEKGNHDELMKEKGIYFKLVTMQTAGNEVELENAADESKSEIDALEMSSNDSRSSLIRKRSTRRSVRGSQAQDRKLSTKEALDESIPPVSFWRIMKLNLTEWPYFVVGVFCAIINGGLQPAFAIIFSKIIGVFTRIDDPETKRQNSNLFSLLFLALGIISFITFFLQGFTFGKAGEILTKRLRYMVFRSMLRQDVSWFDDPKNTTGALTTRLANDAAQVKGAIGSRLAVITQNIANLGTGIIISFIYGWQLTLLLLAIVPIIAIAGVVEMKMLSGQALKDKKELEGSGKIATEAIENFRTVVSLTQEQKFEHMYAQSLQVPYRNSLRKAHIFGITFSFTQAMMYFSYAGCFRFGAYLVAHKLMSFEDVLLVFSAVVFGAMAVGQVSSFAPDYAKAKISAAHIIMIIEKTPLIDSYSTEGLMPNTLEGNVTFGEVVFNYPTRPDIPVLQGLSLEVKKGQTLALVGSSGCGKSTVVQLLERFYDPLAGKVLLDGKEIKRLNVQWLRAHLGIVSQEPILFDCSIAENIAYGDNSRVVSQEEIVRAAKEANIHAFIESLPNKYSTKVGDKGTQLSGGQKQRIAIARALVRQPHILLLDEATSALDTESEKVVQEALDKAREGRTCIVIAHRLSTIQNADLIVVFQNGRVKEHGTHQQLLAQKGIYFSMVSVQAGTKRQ
Mcl-1 Bim block: inhibitors of Bim-Mcl-1 interaction, human. Q07820. Bead-based flow cytometry, Bim peptide-Mcl-1 binding. inhibition, % at 10 µM. actives 0.1% (n = 190,000); in the data active means inhibition above about 40%;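 further: 0% = no compound tracer wells and 100% = peptide blocker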
Pf gamet viab: kills late stage P. falciparum gametocytes; inhibition, % at 10.9 µM; P. falciparum stage V gametocytes, ATP luminescence, 24 h; actives 0.065% (n = 150,000);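 active means inhibition above the mean plus 3 SD of compounds within the control limits, set per campaign, cut at about 38% in these data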;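 further: 0% = DMSO wells and 100% = medium only without gametocytes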
Avidin bead fluor: avidin bead compound fluorescence profile | Avidin beads, compound fluorescence 488/530 nm, flow cytometry; stronger effect = higher value | AID 1775 | fluorescence (KMESF) at 10 µM | actives 0.38% (n = 220,000); in the data active means fluorescence above about 47; further: inactives centre near 10
Mcl1-Noxa inh: disrupts binding of human Mcl-1 to Noxa peptide. TR-FRET Mcl-1/Noxa peptide binding, 2 h. inhibition, % at 21.7 µM. actives 1.5% (n = 220,000);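 active means compounds that cut the protein-peptide binding signal by more than 50% relative to plate controls in a single-dose test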;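 further: His-tagged Mcl-1 with rhodamine Noxa BH3 peptide and terbium anti-His antibody; 0% = Mcl-1 plus Noxa peptide wells and 100% = peptide-only wells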
RGS7-Gao: modulates binding of RGS7 to human Galphao; P09471; Multiplexed bead flow cytometry; actives lie on both sides; binding response (% of control), % at 10 µM; actives 0.35% (n = 220,000); in the data active means binding response below about 49% or above about 150%; inconclusive means no clear call, values can overlap the other calls; inactive means in between;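 further: fluorescent Galphao held in activated GDP-AlF4 state binding bead-coupled RGS7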
ABCG2 block: blocks JC-1 efflux by human ABCG2 transporter | IgMXP3 cells, flow cytometry | inhibition, % at 6.6 µM | actives 0.1% (n = 190,000);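 active means inhibition above 80%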;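 further: 0% = DMSO and 100% = nicardipine control wells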
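System: two drug-resistant human cell lines, ABCG2 and ABCB1; controls: nicardipine high and DMSO low controls; times: 10 min exposure at 25 °C with rotation, no wash; detection: flow cytometry of retained JC-1 fluorescence; read-out basis: percent efflux inhibition, scaled nicardipine 100% to DMSO 0%; doses: one concentration, 6.6 µM final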
RGS8-Gao: modulates binding of RGS8 to human Galphao; response (percent of control binding), % at 10 µM; actives 0.34% (n = 220,000); P09471; multiplexed bead flow cytometry; actives lie on both sides; in the data active means response below about 60% or above about 140%; inactive means in between;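 further: Galphao activated as the GDP aluminium fluoride complex binding bead-coupled RGS8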
GSH fluor: compound fluoresces at 488/530 nm on GSH beads; GSH beads flow cytometry, compound fluorescence 488/530 nm; stronger effect = higher value; fluorescence (KMESF) at 10 µM; actives 0.25% (n = 190,000); in the data active means fluorescence above about 89;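 further: glutathione beads carrying GST-tagged Bcl family fusion proteins plus one bare bead set; values are compound well signal with DMSO vehicle wells as background; inactives centre near 16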
Mcl1 Bid PPI: disrupts binding of human Mcl-1 to Bid peptide | TR-FRET Mcl-1/Bid-Dy647 peptide binding, 1536-well | AID 1021 | Q07820 | inhibition, % at 21.7 µM | actives 0.97% (n = 220,000);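 active means compounds that cut the binding signal by more than half at the single screening dose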;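 further: His-tagged Mcl-1 with europium anti-His antibody binding Bid BH3 peptide; 0% = Mcl-1 plus peptide wells and 100% = peptide-only wells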
Starred values were filed as active, the others as inactive; ? = inconclusive; / = no result given. Rows were taken by chance; 3.3% or so of the library scored in one or more.

Structure,RGS4-Gao reg,Avidin bead fluor,GSH fluor,Mcl1-Noxa inh,Mcl-1 Bim block,RGS7-Gao,ABCB1 block,RGS8-Gao,Pf gamet viab,ABCG2 block,Mcl1 Bid PPI
COc1ccc(S(=O)(=O)NN=C2CCCCC2)cc1,105,18,11,14,0,101,0.0,99,-3,0,-22
O=C1C(C2=NC(c3ccccn3)C3C(=O)N(c4ccc(OC(F)(F)F)cc4)C(=O)C23)=C(O)c2ccccc21 (centres undefined),104,7,/,-1,/,?,/,104,-13,/,-13
CCOc1ccc(S(=O)(=O)N/N=C2/CC(c3ccccc3)Oc3ccccc32)cc1 (centres undefined),98,7,8,-6,1,96,-0.2,96,8,0,-10
CCNC(=O)N1CCCC(C(=O)c2ccc3cc(OC)ccc3c2)C1 (centres undefined),97,12,17,3,0,102,0.3,99,4,2,-22
O=C(O)c1ccccc1OCCOc1ccccc1C(=O)O,103,14,24,16,2,98,0.5,105,/,1,-20
CCOc1ccc(NS(=O)(=O)c2ccc3[nH]c(=O)c(=O)[nH]c3c2)cc1,102,8,11,-19,-1,?,-0.1,101,-6,-2,-56
CC(C)(C)c1cc(-c2ccccc2)no1,80,5,/,5,/,?,/,96,-25,/,-24
C1CCC(Nc2nc3nonc3nc2N2CCSCC2)C1,110,7,13,-11,-3,112,0.9,104,3,2,-21
Cc1ccc2sc(NNC(=O)c3ccc4c(c3)OCCO4)nc2c1C,110,7,18,14,-3,105,-0.6,106,/,0,-15
Cc1ccc(NC(=O)C2CCN(S(C)(=O)=O)CC2)cc1,100,23,8,11,6,93,0.9,103,/,6,-30
COc1cnn(Cc2ccccc2)c(=O)c1SCc1ccccc1,100,5,11,-143,-2,104,/,98,/,5,-47
CN(C)C(=O)CSc1nnc([C@H](Cc2c[nH]c3ccccc23)NC(=O)OC(C)(C)C)o1,100,21,12,11,-2,100,1.3,101,4,1,-33
CCOC(=O)c1ccc(CNC(=O)c2n[nH]c(=O)c3ccccc23)o1,98,22,26,1,-1,96,0.6,102,/,29,-5
CCOC(=O)C1CCN(CCC(=O)Nc2ccccc2)CC1,95,20,23,-16,-4,95,0.2,97,/,0,-16
O=C(CN(C(=O)c1ccc2c(c1)OCCO2)c1ccccc1)NCC1CCCO1 (centres undefined),101,7,15,21,0,101,0.2,104,-6,0,4
COCCCn1c(SCc2cccc(C(F)(F)F)c2)nc2cc(OC)c(OC)cc2c1=N,96,20,12,0,-3,95,0.7,99,/,4,1
O=C(c1ccco1)N1CCN(C(=O)C2(S(=O)(=O)c3ccc(Cl)cc3)CC2)CC1,102,14,16,-1,-1,100,0.5,100,13,3,-1
COCc1cc(Sc2ccc(Cl)cc2Cl)nc(-c2ccccc2)n1,98,35,12,-4,-2,100,0.5,100,24,2,-9
CCc1ccc(C=NC23CN4CN(CN(C4)C2)C3)s1,104,18,8,6,1,108,0.1,108,/,0,-7
CC(C)N1C(=O)C(O)(C2COC(C)(C)CC2=O)c2ccccc21 (centres undefined),102,11,13,36,-1,106,0.0,104,-16,0,39
COC(=O)c1ccc(NC(=O)C23CC4CC(C2)CC(n2cnc(Cl)n2)(C4)C3)cc1,100,8,23,1,2,101,0.3,98,/,1,-9
COc1ccc(C2C(C#N)=C(N)Oc3c2c(-c2ccccc2)nn3-c2ccccc2)c(OC)c1OC (centres undefined),101,3,14,-4,-4,97,0.7,105,-8,-4,-65
CN(C)C(=O)CSc1nc(-c2ccccc2)c(-c2ccccc2)o1,99,6,15,-9,0,105,0.5,98,0,3,-9
O=C(COc1ccc(Br)cc1)Nc1nnc(-c2cccnc2)s1,105,7,/,3,/,?,/,103,-13,/,28
CCC(C(=O)Nc1cc(C(=O)Nc2cc(C)ccn2)ccc1Cl)c1ccccc1 (centres undefined),103,15,9,11,-6,102,0.5,104,-20,3,-8
CCOC(=O)c1[nH]nc(N)c1NC(=O)c1ccc(Cl)cc1Cl,100,33,29,11,-8,96,-0.3,99,16,14,-6
O=C(Cn1cccc1)NCc1cccs1,102,24,18,-1,0,100,0.6,102,-1,-1,-10
Cc1ccc(-c2nnc(-c3ccncc3)n2-c2ccc(C)cc2)cc1,100,15,32,-8,-2,97,-0.5,100,20,11,-1
Brc1cc2c(cc1/C=N/Nc1nc3ccccc3s1)OCO2,99,44,13,14,-2,101,-0.6,102,0,-2,12
OC1(c2cccc(C(F)(F)F)c2)CCN(Cc2nc(-c3cnccn3)no2)CC1,100,9,51,11,-3,103,0.9,98,-8,2,-16
Cc1ccc(C(=O)C2CCNCC2)cc1,97,27,22,2,0,98,1.2,101,/,2,-3
OC(Cc1nc2ccccc2[nH]1)c1ccccc1Cl (centres undefined),97,17,5,0,0,90,0.6,100,22,0,-10
CN(C)c1ccc(-c2nn3c(-c4ccccc4Cl)nnc3s2)cc1,99,5,17,36,5,103,0.7,98,-23,2,37
O=C(Nc1ccccc1N1CCOCC1)c1ccc([N+](=O)[O-])cc1,103,30,23,17,-2,103,0.7,112,-2,3,-3
COc1ccc(-c2nc(NC(=O)c3ccccc3)sc2-c2ccc([N+](=O)[O-])cc2)cc1,104,9,9,-15,0,99,-0.4,100,-1,0,-19
c1csc(C(c2nnnn2C2CCCCC2)N2CCN(c3nc4ccccc4s3)CC2)c1 (centres undefined),103,9,21,-11,-15,100,1.7,102,/,6,-9
Cc1cc(C)c(C)c(OCC(=O)N2CCCCCC2)c1,98,9,37,35,-6,98,1.2,91,-12,9,-1
Cc1ccc(C)c(/C=C/C(=O)c2ccccc(=O)c2O)c1,79,1,5,30,14,84,-0.3,89,-24,-4,10
Cc1cc(O)c(C=Nc2cccc(Cl)c2)c(=O)o1,103,5,18,1,-3,104,0.3,101,/,2,-24
COc1cc(OC)cc(C(=O)N[C@H](C(=O)Nc2nc(-c3ccc(F)c(F)c3)cs2)C(C)C)c1,101,14,66,-1,0,105,0.5,102,2,14,2
Cc1cccc(N2C(=O)CC(Sc3nc(C)cc(C)n3)C2=O)c1 (centres undefined),102,10,27,4,1,106,0.7,99,-6,2,-9
CCC(=O)Nc1ccc(NC(=O)CSc2nnnn2-c2cccnc2)cc1C,100,12,16,-18,-1,97,0.3,100,3,2,-40
Cn1c(SCC(=O)N/N=C/c2ccc([N+](=O)[O-])s2)nnc1-c1ccc(Cl)cc1,102,19,12,-31,-5,99,-0.8,101,/,-3,-12
COc1ccc(N(C)S(=O)(=O)c2c(C)noc2C)c(OC)c1,94,8,14,0,3,94,-0.2,96,9,0,-1
Nc1ccc(SC(F)(F)F)cc1,93,11,11,21,-1,?,-0.1,95,/,-1,-17
COc1ccccc1C(=O)Nc1c2c(nn1-c1cccc(C)c1C)CS(=O)C2 (centres undefined),99,7,50,-1,-3,99,1.2,101,16,3,-18
O=C(CCOc1ccccc1)N1CCN(S(=O)(=O)c2cccs2)CC1,102,13,35,4,-3,103,-0.1,103,/,24,-15
O=C(CN1CCC(NC(=O)c2ccc(F)cc2)CC1)NCc1ccccc1F,102,9,43,-4,1,97,-0.1,99,3,1,-32
Cc1nc2ccccc2n1C1CCN(C(=O)Nc2ccccc2)CC1,94,5,17,4,-2,65,0.6,67,-22,3,-24
COc1ccc(C(=O)c2c(O)cc(-c3ccc(OC)cc3)oc2=O)cc1,105,7,11,-6,-15,106,0.1,105,/,6,-19

Pulled by structure from the list above, four records:
Structure,RGS4-Gao reg,Avidin bead fluor,GSH fluor,Mcl1-Noxa inh,Mcl-1 Bim block,RGS7-Gao,ABCB1 block,RGS8-Gao,Pf gamet viab,ABCG2 block,Mcl1 Bid PPI
CCOC(=O)C1CCN(CCC(=O)Nc2ccccc2)CC1,95,20,23,-16,-4,95,0.2,97,/,0,-16
COc1cc(OC)cc(C(=O)N[C@H](C(=O)Nc2nc(-c3ccc(F)c(F)c3)cs2)C(C)C)c1,101,14,66,-1,0,105,0.5,102,2,14,2
CCC(=O)Nc1ccc(NC(=O)CSc2nnnn2-c2cccnc2)cc1C,100,12,16,-18,-1,97,0.3,100,3,2,-40
Cc1nc2ccccc2n1C1CCN(C(=O)Nc2ccccc2)CC1,94,5,17,4,-2,65,0.6,67,-22,3,-24

The list goes on:
Structure,RGS4-Gao reg,Avidin bead fluor,GSH fluor,Mcl1-Noxa inh,Mcl-1 Bim block,RGS7-Gao,ABCB1 block,RGS8-Gao,Pf gamet viab,ABCG2 block,Mcl1 Bid PPI
Cc1cc(C)n(-c2nnc(C)n2NS(=O)(=O)c2ccc(F)cc2)n1,102,15,27,-1,-6,101,0.9,102,-3,34,-6
CCN(CC)S(=O)(=O)c1ccc(O)c(C(=O)OCC(=O)N2c3ccccc3CC2C)c1 (centres undefined),106,9,/,26,/,?,/,104,0,/,-30
O=C(COC(=O)c1cccs1)NC12CC3CC(CC(C3)C1)C2,96,11,13,9,-2,?,0.9,96,4,4,-20
COc1ccccc1-c1nn2c(C(F)(F)F)nnc2s1,104,13,11,-3,0,105,1.8,103,10,16,0
